M18AAP inhibitor – blocks P. falciparum M18 aspartyl aminopeptidase. recombinant PfM18AAP, H-Glu-NHMec fluorogenic cleavage. inhibition, % at 7.35 µM. hit rate 1.2% among 290,000. AID 1822;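 active = inhibition above the campaign mean inhibition over all tested compounds plus 3 SD, cut at about 28% in these data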;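 note: 0% = plate median of test compound wells and 100% = 2 mM ZnCl2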
OXTR potentiate – human OXTR potentiation; P30559; CHO-OTR cells, Fluo-8 calcium fluorescence, potentiator mode; 0% = oxytocin EC15, 100% = EC100; activation, % at 3 µM; hit rate 0.061% among 320,000;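 active = activation above that plate's cutoff, the mean activation of tested compounds plus 3 SD, cut at about 6.6% in these data, passing the limit was not always enough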;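 note: 100% uses oxytocin at 75 nM as the full agonist control; some results filed as inactive read as strong as hits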
Target sequence (P30559 whole entry, looked up): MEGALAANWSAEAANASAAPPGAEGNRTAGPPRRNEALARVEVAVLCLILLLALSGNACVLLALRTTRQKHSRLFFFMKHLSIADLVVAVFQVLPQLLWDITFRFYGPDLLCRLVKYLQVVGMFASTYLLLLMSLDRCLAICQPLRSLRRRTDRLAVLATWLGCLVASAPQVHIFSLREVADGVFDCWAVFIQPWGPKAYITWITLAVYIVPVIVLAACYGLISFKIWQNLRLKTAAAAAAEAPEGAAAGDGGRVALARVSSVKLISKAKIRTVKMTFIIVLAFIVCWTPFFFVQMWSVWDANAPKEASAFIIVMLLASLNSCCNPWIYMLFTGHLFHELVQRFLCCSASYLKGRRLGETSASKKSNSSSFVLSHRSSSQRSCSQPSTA
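Assay system: CHO-OTR cells, human receptor / Also added: oxytocin at about EC15, sub-maximal agonist stimulus / Dosing: single dose, 3.0 µM nominal final compound concentration / Incubation: 6 min pre-incubation, 100 s read / Technique: Fluo-8 calcium dye fluorescence / Read-out: % activation vs EC15 and EC100 oxytocin / Benchmarks: EC15 oxytocin low, 75 nM oxytocin high / Replicates: singlicate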
V1R ag counter – counter-screen for oxytocin receptor agonists: human V1a receptor agonists. activation, % at 3 µM. P37288. hit rate 0.25% among 320,000. CHO-V1R cells, Fluo-8 calcium fluorescence, agonist mode; 0% DMSO, 100% 3 nM vasopressin;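 active = activation above the mean activation of all tested compounds plus 3 SD, per screening run, cut at about 20% in these data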;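 note: signal is peak over basal fluorescence ratio across a 100 second FLIPR read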
GPR7 antag – antagonists of human GPR7 (neuropeptides B/W receptor 1) | P48145 | inhibition, % at 4.4 µM | AID 1861 | hit rate 1.1% among 290,000 | GPR7-expressing cells, fluorescence antagonist assay; in the data active = inhibition above about 16%, passing the limit was not always enough;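 note: cells stimulated with the agonist NPW; 0% = agonist with vehicle and 100% = vehicle without agonist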
Target sequence (P48145 whole entry, looked up): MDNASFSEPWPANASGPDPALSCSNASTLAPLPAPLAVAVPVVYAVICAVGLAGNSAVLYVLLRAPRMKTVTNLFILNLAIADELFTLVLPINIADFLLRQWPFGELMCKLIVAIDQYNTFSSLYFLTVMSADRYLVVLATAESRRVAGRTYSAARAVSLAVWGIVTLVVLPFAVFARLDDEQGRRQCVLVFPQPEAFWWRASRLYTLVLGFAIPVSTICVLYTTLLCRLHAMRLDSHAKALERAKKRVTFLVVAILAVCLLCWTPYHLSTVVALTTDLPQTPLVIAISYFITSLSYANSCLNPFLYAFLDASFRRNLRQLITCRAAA
GalR3 antag – human GalR3 antagonism | HEK293 GalR3-CNG cAMP membrane potential fluorescence; galR3 body fused to GalR1 C-terminus | hit rate 0.44% among 360,000 | inhibition, % at 3 µM;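 active = inhibition above the screen-wide average plus 3 SD, cut at about 13% in these data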;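 note: forskolin and galanin both at EC90 stimulate the cells; cAMP rise reported by CNG channel membrane potential dye signal; 0% = forskolin plus galanin with DMSO and 100% = forskolin alone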
Target sequence (O60755 1-299 limits assumed): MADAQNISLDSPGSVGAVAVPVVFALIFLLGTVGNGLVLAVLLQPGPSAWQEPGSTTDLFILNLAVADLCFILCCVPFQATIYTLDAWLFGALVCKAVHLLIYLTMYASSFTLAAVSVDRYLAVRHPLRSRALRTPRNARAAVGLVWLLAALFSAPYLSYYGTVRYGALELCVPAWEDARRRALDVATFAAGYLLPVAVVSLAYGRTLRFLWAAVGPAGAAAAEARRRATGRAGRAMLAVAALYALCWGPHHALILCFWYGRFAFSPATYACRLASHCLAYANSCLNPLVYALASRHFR
MEKK2 mut-MEK5 – signal of MEK5 binding to mutant human MEKK2 PB1 domain. AID 1530. bead flow cytometry, Alexa488-MEK5 binding to MEKK2 mutant. hit rate 0.35% among 290,000. percent response, % at 10 µM; in the data active = percent response above about 24%, passing the limit was not always enough; note: inactives centre near 1; some results filed as inactive read as strong as hits; reference of the scale not given here
NALP1 yeast inh – NALP1 inhibition | S. cerevisiae NALP1/ASC/caspase-1 growth, X-gal OD620, 72 h | inhibition, % at 10 µM | hit rate 0.61% among 280,000 | AID 2071; in the data active = inhibition mostly above about 24%, no sharp cut-off; inactive = mostly below about 32%; note: some compounds called inactive have numbers as strong as hits
MEKK2 WT-MEK5 – raises or lowers MEK5 binding to wildtype human MEKK2 PB1 domain. Q9Y2U5. bead flow cytometry, Alexa488-MEK5 binding to MEKK2 WT; actives lie on both sides. binding response (% of control), % at 10 µM. hit rate 1.1% among 290,000. AID 1531; in the data active = binding response below about 67% or above about 130%
OXTR ag – human OXTR agonism; P30559; activation, % at 3 µM; CHO-OTR cells, Fluo-8 calcium fluorescence; normalized: DMSO 0%, oxytocin 100%; hit rate 0.32% among 320,000;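 active = activation above the mean of all tested compounds plus 3 SD, cutoff set per screening run, cut at about 20% in these data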;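 note: peak over basal fluorescence ratio from a 100 s FLIPR kinetic read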
Active calls of the source: *; nt = not tested or not shown; [ ] = another dose, or the depositor's remark.

Sample of the layout (four entries):
SMILES	M18AAP inhibitor	OXTR potentiate	V1R ag counter	GPR7 antag	GalR3 antag	MEKK2 mut-MEK5	NALP1 yeast inh	MEKK2 WT-MEK5	OXTR ag
CC(C)n1c(SCC(=O)NC2CC2)nnc1C1CC1	-16	1	0.7	-1	1	9	14	108	0.0
Cc1ccc2nc(NC(=O)C3CCCN3C(=O)OC(C)(C)C)sc2c1 (configuration not stated)	1	-2	0.9	-3	-9	-5	4	97	-0.5
Cc1ccc(Cl)cc1NC(=O)CNC(=O)N1CC(=O)Nc2ccccc21	4	4	-0.3	-3	1	-1	4	96	0.4
Cc1ccc(NC2CCCN(C(=O)CCc3scnc3C)C2)cc1C (configuration not stated)	11	-3	-0.3	-15	-1	6	4	107	-1.1

All compounds of this part, previewed entries included:
SMILES	M18AAP inhibitor	OXTR potentiate	V1R ag counter	GPR7 antag	GalR3 antag	MEKK2 mut-MEK5	NALP1 yeast inh	MEKK2 WT-MEK5	OXTR ag
CC(C)n1c(SCC(=O)NC2CC2)nnc1C1CC1	-16	1	0.7	-1	1	9	14	108	0.0
Cc1ccc2nc(NC(=O)C3CCCN3C(=O)OC(C)(C)C)sc2c1 (configuration not stated)	1	-2	0.9	-3	-9	-5	4	97	-0.5
Cc1ccc(Cl)cc1NC(=O)CNC(=O)N1CC(=O)Nc2ccccc21	4	4	-0.3	-3	1	-1	4	96	0.4
Cc1ccc(NC2CCCN(C(=O)CCc3scnc3C)C2)cc1C (configuration not stated)	11	-3	-0.3	-15	-1	6	4	107	-1.1
COc1ccccc1CNC(=O)c1ccc(OCc2c(C)noc2C)c(OC)c1	-2	-20	-0.7	-2	-3	-42	12	1.0*[inhibitor]	-0.3
O=C(CCn1c(=O)c2ccccc2n(Cc2ccccc2)c1=O)NC1CCN(Cc2ccccc2)CC1	-5	-4	-0.1	-10	-5	-21	nt	87	0.3
OC(C#CCN1CCOCC1)c1cccs1 (configuration not stated)	6	-3	0.5	-8	-6	4	-4	107	0.8
C#C[C@]1(O)CC[C@H]2[C@@H]3CCc4cc(OC5CCCC5)ccc4[C@H]3CC[C@@]21C	-3	-11	2.4	-15	nt	1	9	89	0.4
CCOC(=O)c1c(NC(=O)COC(=O)CCOc2ccccc2C)sc(C(=O)NC)c1C	nt	-5	1.6	nt	-2	nt	nt	nt	-1.6
CC(=O)Nc1ccc(S(=O)(=O)Nc2nc3ccccc3nc2Nc2ccc(S(N)(=O)=O)cc2)cc1	4	-6	0.5	1	0	8	18	109	1.2
O=S(=O)(Nc1ccc(-n2cnnn2)cc1)c1ccc(F)c(F)c1F	2	0	3.1	-11	-4	25	-3	105	0.3
COc1ccc(CCNC(=O)c2cn3ccc(C)cc3n2)cc1OC	0	-10	0.8	-3	-5	-2	-6	98	0.5
Cc1csc(N(C(=O)Cc2ccccc2F)c2ccccc2)n1	0	-5	0.6	-14	-2	1	25	105	-0.3
COc1ccc(N2CCN(C(=O)c3cn(C4CCCC4)c(=O)c4c3c3ccccc3n4C)CC2)cc1	-1	-10	-0.8	-13	-3	nt	3	nt	-1.1
CC(C(=O)N1CCc2ccccc21)N1CCN(S(=O)(=O)c2cccc(C(F)(F)F)c2)CC1 (configuration not stated)	nt	2	0.3	nt	-6	nt	nt	nt	-1.3
CCCn1ncc(CN2CCN(Cc3ccc(C)o3)C(CCO)C2)c1C (configuration not stated)	3	1	0.6	-10	-4	-1	nt	101	-0.1
CCOc1ccc(NC(=O)Cn2cc(C(=O)CC)c3ccccc32)cc1	3	-15	-0.4	-9	nt	6	0	108	0.9
Cc1ccc(S[C@@H](CCN2CC[C@H](C)CCC2=O)c2ccccc2)cc1	4	-21	-0.7	-4	-5	0	29	104	-1.3
CC(Sc1nnc(-c2ccncc2)n1C)C(=O)Nc1ccc(N2CCOCC2)cc1 (configuration not stated)	nt	-1	1.1	nt	-6	nt	nt	nt	0.6
COCCN1C(=O)N[C@@H](c2cccc(C(F)(F)F)c2)C(C(=O)OC)=C1C	nt	-7	-0.8	nt	nt	5	nt	108	0.2
CCCN(C(=O)Cn1ncc2c(=O)oc3ccccc3c21)c1cccc(C)c1	-3	-6	2.4	-3	-1	0	19	100	-2.6
CCCCN(CC)Cc1ccc(CNC(=S)Nc2cccc(F)c2)o1	10	-3	2.2	-1	2	15	17	113	6.5
CSc1sc(-c2ccnc(=S)[nH]2)c(-c2ccccc2)c1C#N	11	-5	0.9	-9	2	-39	2	89	-0.7
CC(=O)Oc1ccc2cc(-c3ccccc3)c(=O)oc2c1	-7	-6	-0.4	-3	-9	5	19	103	-0.9
Cc1cc(C=O)c(C)n1-c1ccc(Oc2ccc([N+](=O)[O-])cn2)cc1	4	-11	10	27*	-6	-1	25	97	9.2
CCC(C)/C=C/C1=CC2=C(Cl)C(=O)C3(C)OC(=O)C(C(=O)C(C)C(C)O)C3C2=CO1 (configuration not stated)	22	-9	1.2	-10	-2	-16	-5	74	2.6
COc1ccc(S(=O)(=O)N2CCC(C(=O)N3CCC(C(N)=O)CC3)CC2)cc1Cl	-15	-7	2.4	-4	1	-2	0	96	0.1
CSCCC(NC(=O)c1ccco1)C(=O)NCC(c1ccccc1)N(C)C (configuration not stated)	nt	1	0.3	nt	-4	nt	nt	nt	0.2
C=CCN(c1ccccc1)S(=O)(=O)c1cccc(C(=O)NNC(=O)c2ccccc2O)c1	nt	-3	3.0	nt	-4	nt	nt	nt	2.6
Cc1ccc(OCC(O)Cn2c(N3CCCCC3)nc3c2c(=O)[nH]c(=O)n3C)cc1 (configuration not stated)	-3	-20	2.9	-2	-3	7	11	105	-1.7
O=C(Nc1ccc2snnc2c1)N1CCOCC1	1	-18	1.1	-8	1	3	26	102	0.3
COC(=O)c1cc(OC)c(OC)cc1NC(=S)N1CCCCC1	-1	2	-0.1	-12	-7	5	15	100	-0.5
CCc1c(C)nc2c(OC)cccc2c1Cl	0	-9	-1.7	-14	-8	-10	-6	86	-0.9
CCCCn1c(=O)c2c(c3ccccc31)OCC(=O)N2	nt	-10	0.3	nt	nt	3	2	101	-0.8
CC1CCCCC1NC(=O)CSc1nnc(-c2ccncc2)n1CCCN(C)C (configuration not stated)	5	-5	-0.4	-17	-7	-2	-5	94	0.4
O=C(NC1CC1)c1ccc2c(c1)N(Cc1ccccc1)CCS2	2	-9	2.4	-9	2	4	10	108	0.9
N#C/C(=C\c1ccc(Cl)s1)C(=O)N1CCN(c2ccccc2)CC1	-1	-10	0.6	-3	-2	-2	14	92	-0.9
CCOC(=O)c1cc(NC(=O)NCc2ccco2)c(C)nc1C	-2	-6	-0.5	-4	-1	3	19	98	0.8
Cc1cnc(NC(=O)c2nn(C)cc2[N+](=O)[O-])s1	-12	nt	nt	9	-3	0	16	103	nt
O=C(CN(C(=O)c1csnn1)c1ccccc1F)NCc1ccccc1	6	-8	0.2	-8	-2	1	-6	102	1.0
COC(=O)CCCC1=CC2=CC(=O)C(C)(OC(=O)c3cnc4ccccc4n3)C(=O)C2=CO1 (configuration not stated)	nt	-3	1.3	nt	nt	-1	nt	95	0.7
Cc1ccc(N2CN(Cc3ccco3)CNC2=S)cc1	4	11	-0.9	-13	-7	-1	-5	94	0.0
CCn1c(SCC(=O)Nc2cc(C)on2)nnc1-c1cccc(C)c1	-1	2	-0.2	-8	-4	2	4	104	-0.8
Cc1ccc(NC(=O)C2CC(=O)N/C(=N/N=C/c3ccco3)S2)cc1 (configuration not stated)	0	5	2.2	-15	-12	19	24	107	-0.6
CCOc1ccc(Nc2nc(N)c([N+](=O)[O-])c(N3CCN(CC)CC3)n2)cc1	-2	-4	0.7	-20	-9	6	2	106	-0.6
CC(NC(=S)Nc1c(Cl)cccc1OC(F)F)C(C)(C)C (configuration not stated)	-6	-4	1.7	5	-1	8	26	102	3.1
O=C(COc1ccc2ccccc2c1Br)N1CCCCC1	-6	-6	-0.8	-8	nt	2	7	101	-0.8
N#Cc1ncc(Cl)c2ccccc12	-8	-12	-1.6	-8	-1	6	10	99	-0.7
Cc1ccc(-c2c(C(=O)N/N=C/c3ccncc3)nnn2-c2nonc2N)cc1	-2	-12	1.8	4	-8	4	30	101	1.4
COc1ccc(NC2CCCN(C(=O)CCc3ccccc3F)C2)cc1 (configuration not stated)	13	-17	-1.0	-3	3	5	3	99	-1.5
Cc1noc(C)c1COc1ccc(C(=O)N2CCN(S(=O)(=O)c3ccc(Cl)cc3)CC2)cc1	nt	-3	0.9	nt	-4	nt	nt	nt	1.1
COc1ccc(C(=O)Nc2ccc(CN3CCOCC3)cc2)cc1Br	0	nt	nt	-7	-9	7	17	100	nt
Clc1cccc(Cl)c1CN1CCN(c2ncccn2)CC1	-9	nt	nt	-10	-2	2	15	105	nt
CCOC(=O)C(=O)NCC(c1ccco1)S(=O)(=O)c1cccs1 (configuration not stated)	nt	-2	0.2	nt	-2	nt	nt	nt	0.1
CCOC(=O)C1=C(CS(=O)(=O)c2ccc(F)cc2)NC(=O)NC1c1cc(OC)c(O)c(OC)c1 (configuration not stated)	12	-6	-0.2	-7	-9	0	11	98	0.0
N#Cc1c(-c2ccccc2)c(-c2ccccc2)n[nH]c1=O	-9	-5	0.6	-19	-8	1	-58	100	0.7
COc1ccc(C(=O)NC(=S)NNC(=O)c2ccc3ccccc3n2)cc1	1	2	8.1	4	-8	-15	32	94	4.3
CS(=O)(=O)Nc1ccccc1C(=O)Nc1ccccc1Cl	-4	-7	2.3	-10	-3	13	-39	99	3.6
Cc1cc(OCC(=O)NCC(C)C)cc(C)c1Br	-5	-5	0.3	0	-4	5	6	109	-0.5
O=c1[nH]c(/C=C\c2cccc(C(F)(F)F)c2)nc(O)c1[N+](=O)[O-]	-1	nt	nt	-14	-8	5	14	101	nt

Continued.
SMILES	M18AAP inhibitor	OXTR potentiate	V1R ag counter	GPR7 antag	GalR3 antag	MEKK2 mut-MEK5	NALP1 yeast inh	MEKK2 WT-MEK5	OXTR ag
C=CCN1C=C2C(=O)C(C)(OC(=O)CCc3ccccc3)C(=O)C=C2C=C1c1ccc(C#N)cc1 (configuration not stated)	nt	-8	-0.6	nt	0	2	nt	142*	-1.2
C/C(=N\OC(=O)c1ccccc1F)c1nccs1	1	-11	-0.2	-2	-4	-4	0	95	-1.6
COCCn1nnnc1C(c1ccccn1)N1CCN(c2cc(C)ccc2C)CC1 (configuration not stated)	-1	-8	-0.3	-5	-4	2	6	100	-0.5
COc1ccc(Oc2coc3c(CN4CCOCC4)c(O)ccc3c2=O)cc1	6	-17	-0.2	1	-3	3	17	103	-0.3
Cc1ccc(C(=O)COc2ccccc2C(=O)Nc2ccccc2)cc1	1	0	-0.1	-3	1	-4	-3	86	0.3
CCC(C)c1ccc(NC(=O)C/C(C)=N/NC(=O)c2cnccn2)cc1 (configuration not stated)	-4	-2	1.1	-13	-2	0	19	107	-2.0
CC(C)(C)c1ccccc1NC(=O)c1ccc2c(c1)SC1=NS(=O)(=O)CCN12	-6	2	1.2	-7	0	1	12	100	0.3
O=C(Nc1ccccc1)Nc1nnc(SCc2ccc(Cl)cc2)s1	-2	-5	1.3	-16	-4	12	33	111	0.0
Cc1cc(SCc2ccccc2F)nc(=O)[nH]1	1	-14	0.1	3	-1	1	12	100	-1.9
CCN(c1ccccc1)S(=O)(=O)c1ccc(F)cc1C	5	-9	-0.5	-28	-7	8	-5	106	-2.7

Screening data as filed in PubChem BioAssay.

Outcome played no part in choosing rows, and some 4.1% of all compounds hit somewhere here.
